Screening data deposited in PubChem by National Center for Advancing Translational Sciences (NCATS).
GALK inhibitor – blocks human galactokinase activity | P51570 | Purified GALK, Kinase-Glo residual ATP luminescence | 270,000 tested, 0.007% active | Potency, µM (titrated, usually from 57.5 µM), for the others: top-dose activity change, negative = inhibition, most hits filed as inhibitors; note: potency is the fitted concentration of half-maximal effect
Target sequence (P51570 whole entry, looked up): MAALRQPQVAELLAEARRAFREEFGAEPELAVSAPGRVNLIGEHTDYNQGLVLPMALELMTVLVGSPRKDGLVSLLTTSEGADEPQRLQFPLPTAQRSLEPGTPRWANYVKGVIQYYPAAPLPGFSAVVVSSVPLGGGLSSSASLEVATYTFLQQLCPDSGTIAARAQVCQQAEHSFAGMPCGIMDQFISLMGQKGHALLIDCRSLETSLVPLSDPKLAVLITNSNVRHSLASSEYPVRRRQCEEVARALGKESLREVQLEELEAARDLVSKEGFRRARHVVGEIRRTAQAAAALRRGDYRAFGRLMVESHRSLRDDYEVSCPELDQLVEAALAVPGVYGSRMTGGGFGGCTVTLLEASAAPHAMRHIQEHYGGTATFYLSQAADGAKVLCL
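The enzyme phosphorylates galactose (100 uM) using ATP (35 uM); inhibition is detected as higher residual ATP, quantified by bioluminescence after 1 h reaction at room temperature, pH 8.0.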
Eya2 phos inh – inhibitors of human Eya2 phosphatase activity | O00167 | recombinant Eya2, OMFP fluorescence dephosphorylation (OMFP is methylfluorescein phosphate) | Potency, µM (titrated, usually from 76.9 µM), inactives show at the top dose activity, negative = inhibition, actives largely listed as inhibitors | 330,000 tested, 0.006% active; note: potency is the fitted concentration of half-maximal effect
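Eya2 protein (added as 0.2 uM solution) was preincubated with compound for 10 min at ambient temperature in 50 mM HEPES pH 7.5, 50 mM NaCl, 5 uM MgCl2, 0.05% BSA, 1 mM DTT. OMFP (added at 50 uM) then reacted 10 min; fluorescence read at 485/525 nm.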
Coupling enz – inhibits coupling enzyme system, counter-screen for aldolase hits; coupling enzyme system counterscreen, AmpLite Red fluorescence; activity change, negative = inhibition, % at 58.2 µM, hits read low; 290,000 tested, 0.67% active; AID 2472; in the data active = activity change below about -30%
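Activity here indicates interference with the coupling reaction, not aldolase inhibition. Compounds at 57.5 uM final met coupling enzymes for 10 min at RT; substrate and AmpLite Red detection followed, with a 525/598 nm fluorescence read after 20 min.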
hERG WT inh – KCNH2 (human, wildtype) channel inhibition; Q12809; U2OS, BacMam KCNH2, thallium flux FluxOr; stronger effect = lower value; activity change, % at 1.84 µM; 340,000 tested, 0.37% active; AID 720551;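 active = maximum activity change below -70%; inconclusive = maximum activity change between -70% and -50%; inactive = maximum activity change above -50%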
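U2OS cells transduced with wild-type KCNH2 virus are loaded with FluxOr dye for 45 min, and thallium flux is measured in kinetic reads before and after stimulation buffer. Rate constants are normalized to DMSO controls.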
KCNH2 3.1 inh – inhibitors of human KCNH2 3.1 potassium channel isoform; activity change, % (tested at about 1.8 µM); 340,000 tested, 0.95% active; AID 720553; U2OS KCNH2 3.1, thallium flux FluxOr; stronger effect = lower value;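 active = maximum activity change below -70%; inconclusive = maximum activity change from -70% to -50%; inactive = maximum activity change above -50%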;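 note: thallium influx rate constant from kinetic fluorescence after stimulation buffer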
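Virally transduced U2OS (3.1 isoform, 4 h infection in dark at RT) → overnight 37 C → FluxOr + Red40 in HBSS/HEPES, 45 min → stimulation buffer, 2 min kinetic read → rate constant vs DMSO controls.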
Giardia killer – Giardia lamblia killing; 340,000 tested, 0.15% active; Giardia lamblia trophozoite viability; activity change, % at 7.66 µM, hits read low; in the data active = activity change below about -80%; inconclusive = between about -30% and that limit;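 note: parasites exposed to compound for two days anaerobically before the ATP read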
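Each well holds 100 Giardia trophozoites and compound. After two days (48 hrs) at 37 deg C in anaerobic conditions, ATP is quantified by luminescence.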
PKM2 activator – activators of human pyruvate kinase M2; Potency, µM (titrated, usually from 57.5 µM), inactives show at the highest dose activation, most hits filed as activators; P14618; 260,000 tested, 0.34% active; purified PKM2, Kinase-Glo ATP luminescence, activation; response scale: 0% is enzyme alone, no compound; note: potency is the fitted concentration of half-maximal effect; nearly all actives have a fitted effect of over 55% in size
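Purified hPK-M2 (>95%) run at intermediate activity with 0.1 mM ADP and 0.5 mM PEP in 50 mM imidazole pH 7.2, KCl, MgCl2; 1 h room temperature. ATP formed read by Kinase-Glo luminescence; normalized to uninhibited and no-enzyme controls.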
USP2a block – inhibitors of human ubiquitin-specific protease USP2a; O75604; USP2 core, Ub-CHOP2 coupled fluorogenic reporter, 485/531; Potency, µM (top dose mostly 38.3 µM), without a hit: at the top dose activity change, negative = inhibition, hits mostly inhibitors; 330,000 tested, 0.01% active;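 note: potency is the fitted concentration of half-maximal effect; plate controls were DMSO wells for no effect and full inhibition by NEM control for full effect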
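Cell-free coupled assay: 10nM USP2 core preincubated 30min RT with compound in Tris-HCl pH 8.0/CaCl2/CHAPS buffer, then 25nM Ub-CHOP2 and 25nM reporter substrate; fluorescence (Ex 485/Em 531) read after 60min RT, normalized to NEM inhibition, concentration-response curves fitted.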
uPA generation – cell surface uPA generation inhibition | Potency, µM (top dose mostly 38.3 µM), inactives show at the highest dose activity change, negative = inhibition, hits mostly inhibitors | cell surface uPA generation assay, qHTS | 330,000 tested, 0.31% active | AID 540303; active = well fitted inhibition curve with a large enough effect; inconclusive = small, poorly fitted or top-dose-only effect; inactive = no such curve, though single readings can be large or run the other way; tested in mouse RAW 264.7 cells; note: potency is the fitted concentration of half-maximal effect; nearly all actives have a fitted effect of over 55% in size
B2AR arrestin – beta2AR (human) beta-arrestin recruitment activity | P07550 | Potency, µM (series often up to 46.1 µM), for inactives: top-dose activation, hits mostly activators | 330,000 tested, 0.02% active | beta-arrestin recruitment to beta2AR, cell-based reporter;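 note: potency is the fitted concentration of half-maximal effect; 0% = DMSO controls and full agonism = EC100 isoproterenol or metaproterenol; nearly all actives have a fitted effect of over 65% in size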
Target sequence (P07550 whole entry, looked up): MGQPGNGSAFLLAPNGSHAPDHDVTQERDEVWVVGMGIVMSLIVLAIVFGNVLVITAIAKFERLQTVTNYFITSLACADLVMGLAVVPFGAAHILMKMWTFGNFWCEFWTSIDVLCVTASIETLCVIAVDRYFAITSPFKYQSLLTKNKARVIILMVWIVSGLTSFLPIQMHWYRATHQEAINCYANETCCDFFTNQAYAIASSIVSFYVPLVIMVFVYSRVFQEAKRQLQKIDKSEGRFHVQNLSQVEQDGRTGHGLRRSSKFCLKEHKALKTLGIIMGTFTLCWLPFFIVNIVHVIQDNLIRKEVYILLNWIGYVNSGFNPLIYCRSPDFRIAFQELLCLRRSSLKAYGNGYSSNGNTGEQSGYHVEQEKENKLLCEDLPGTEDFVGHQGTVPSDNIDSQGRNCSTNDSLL
BCR signal inh – inhibitors of chronic active B-cell receptor signaling. 340,000 tested, 0.05% active. Potency, µM (doses to about 46.1 µM), without a hit: at the highest dose ratio change, negative = lower green/red ratio, most hits filed as inhibitors. ABC-DLBCL IkBa-CBG/CBR reporter, luminescence ratio, 4 h; active = well fitted inhibition curve with a large enough effect in the signal ratio, with a control signal flat, not every such curve was filed as active; inconclusive = small, poorly fitted or top-dose-only effect, or effect the other way, or a change in a side signal; the % refers to the signal ratio;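 note: potency is the fitted concentration of half-maximal effect; plate controls were basal doxycycline-induced cells for no effect and cells given 10 µM MG132 for full effect; MG132 reads +100%, hits lower the ratio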
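TMD8 ABC-DLBCL cells carrying doxycycline-inducible green luciferase fused to IkappaBalpha plus unfused red luciferase were exposed to compounds (up to 46 uM) for 4 hrs at 37C. Activity came from the overlap-corrected green/red luminescence ratio.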
* = called active by the depositor; i = inactive; ? = inconclusive; . = not tested or not shown; & = joins results of further samples; [ ] = dose if it differs, or a comment. Unless noted, calls come from the whole dose curve; as a rule, active = well fitted curve in the direction sought with a large enough effect; inconclusive = small, poorly fitted or top-dose-only effect, or another doubt; inactive = no such curve, though single readings can be large; an effect the other way counts as inactive or inconclusive. Unless noted, % is set by controls: 0 for no effect and ±100 for the full control effect. Compounds were not picked by outcome. About 2.4% of those tested had a hit in this group.

SMILES	GALK inhibitor	Eya2 phos inh	Coupling enz	hERG WT inh	KCNH2 3.1 inh	Giardia killer	PKM2 activator	USP2a block	uPA generation	B2AR arrestin	BCR signal inh
COc1ccc(C(CC(=O)N2CCCCC2)c2c(OC)cc(OC)c3c(-c4ccccc4)cc(=O)oc23)cc1 (configuration not stated)	4%	-17%	-1	-4	13	3	0%	2%	-16%	-0.5%	-1%
COCCNc1nc2nonc2nc1N(C)Cc1ccc(C)cc1	0%	1%	3	-2	28	7	-5%	0%	-1%	0.8%	3%
COc1ccc(C2CC(c3ccccc3)=NN2C(=O)COC(=O)c2cccc(O)c2)cc1 (configuration not stated)	.	-4%	.	-11	-5	1	.	-9%	-7%	9.9%	?
Cc1cc(Cl)ccc1OCCCC(=O)NNC(=O)c1ccccc1O	.	-10%	.	3	16	5	.	-2%	-1%	-0.3%	-2%
CCOCc1nnc(NC(=O)CCc2ccccc2)s1	-2%	10%	3	7	-3	6	3%	0%	2%	-0.8%	?
CCOc1ccc(CCNC(=O)CCS(=O)(=O)c2ccc(OC)cc2)cc1OCC	-1%	-2%	1	-14	-1	13	-1%	2%	-88%	0.5%	-6%
Cc1ccc(NC(=O)Nc2sc(=S)n(C)c2C)cc1	-2%	20%	1	2	10	1	0%	0%	6%	-0.2%	?
CCOc1ccccc1Nc1nnc(SCC(=O)N2CCCC2)s1	1%	-14%	0	-7	-8	14	0%	-8%	1%	-0.1%	?
CCc1nnc(NC(=O)CSc2nc3cc4c(cc3cc2C)OCCO4)s1	-6%	-6%	0	-17	5	3	16%	0%	.	-0.1%	1%
Cc1nc(C)c(C(=O)C2=C(O)C(=O)N(CCCn3ccnc3)C2c2ccc(Cl)cc2)s1 (configuration not stated)	0%	2%	2	6	-13	3	-1%	-1%	7%	-0.1%	2%
CCC(c1nnnn1C(C)(C)C)N1CCN(Cc2ccccc2OC)CC1 (configuration not stated)	-2%	15%	0	-9	-2	-17	0%	2%	10%	-1.0%	10%
CCCc1cc(=O)[nH]c(SCC(=O)N(CC)Cc2ccccc2)n1	1%	18%	0	7	-10	-1	0%	1%	1%	-0.4%	1%
CC(=O)Nc1ccc(NC(=O)Cn2nc(C(=O)Nc3ccc(C)cc3)ccc2=O)cc1	0%	-1%	3	-5	10	3&26	.	3%	-1%	15%	?
S=C(NCc1ccco1)N1CCN(c2cccc(Cl)c2)CC1	6%	-4%	4	-1	-1	-10	2%	-3%	-47%	0.5%	3%
Cc1cc(C)c2nc(NC(=O)C3CSC4(C)CCC(=O)N34)sc2c1 (configuration not stated)	.	5%	.	9	-3	10	.	3%	-12%	-3.8%	7%
COc1cc2c(cc1OC)C(c1ccccc1Cl)N(C)CC2 (configuration not stated)	-2%	-6%	2	-6	-30	-15	0%	-1%	-2%	-0.4%	-5%
Cc1ccc(NC(=S)N(CCCN2CCOCC2)Cc2ccccn2)cc1	0%	-5%	4	-5	12	2	-3%	6%	-4%	-2.5%	-6%
O=C(Cc1ccccc1)Nc1ccc2c(c1)C(=O)N(CC1CCCO1)C2=O (configuration not stated)	2%	0%	0	-2	-16	11	-13%	0%	-14%	0.3%	6%
COc1ccc(/C=c2/sc3n(c2=O)C(c2ccccc2OC)C2=C(N=3)c3ccccc3CC2)cc1O (configuration not stated)	-1%	-27%	-5	-6	-6	16	1%	-4%	-1%	-0.8%	?
CCn1c(=O)cc(SCC(=O)NCc2ccc(C)cc2)c2ccccc21	-4%	2%	-2	-1	-4	1	-5%	1%	-6%	-0.2%	?
Oc1c(C(c2ccco2)N2CCC3(CC2)OCCO3)sc2ncnn12 (configuration not stated)	0%	12%	-13	-4	-2	6	13%	3%	3%	0.3%	5%
NC(=O)CCC(=O)N1CCCC(C(=O)c2ccc3c4c(cccc24)CC3)C1 (configuration not stated)	-2%	-3%	-4	.	-3	1	3%	-1%	-3%	0.1%	-2%
Cc1ccccc1-n1cc[nH]c1=S	0%	?	-1	23	3	-22	-1%	2%	3%	0.0%	1%
C/C(=N\NC(=O)c1sccc1C)c1cccnc1	-1%	1%	2	6	-1	-18	-22%	5%	-25%	0.4%	?
Cc1nc(CCN2C(=O)c3ccccc3C2=O)cs1	1%	6%	0	-14	-14	-2	?	-1%	-1%	-1.1%	-13%
CCCC(=O)Oc1c(S(=O)(=O)c2ccc(C)cc2)c(C)nn1C(C)(C)C	-1%	-13%	2	0	-18	-20	6%	1%	-24%	0.1%	8%
COc1ccc(NC(=O)c2cnc(SC)nc2C)c(OC)c1	2%	-29%	1	3	9	5	.	1%	2%	-0.5%	0%
Cc1ccnc(NC(=O)c2ccc(Cl)c(S(=O)(=O)N3CCCC3)c2)c1	.	10%	.	2	-20	1	.	-1%	-1%	-0.1%	?
COc1ccc(S(=O)(=O)Nc2cccc3c2O[C@H](CN(C)C(=O)Nc2ccc4c(c2)OCO4)[C@@H](C)CN([C@H](C)CO)C3=O)cc1	.	-41%	.	-6	7	7	.	1%	5%	0.3%	0%
Cc1ccccc1CC(=O)N1CCCC1	-2%	-8%	1	-9	4	-26	0%[11.5 µM]	-2%	-2%	-0.4%	0%
CC(C)(C)NC(=O)COC(=O)c1ccc(O)cc1	0%	-3%	-29	6	-9	5	-4%	0%	-1%	-0.8%	0%
O=C(O)c1[nH]c2ccccc2c1C(c1c(F)cccc1Cl)c1c(C(=O)O)[nH]c2ccccc12	0%	8%	0	8	2	-2	2%	-1%	14%	-0.1%	7%
Cc1cccc(OCCCC(=O)NCCc2ccccc2)c1	0%	13%	1	-13	3	9	1%	2%	13%	-1.0%	2%
O=C(Nc1nc(-c2ccc3ccccc3c2)cs1)C1CCN(S(=O)(=O)c2cccs2)CC1	2%	2%	0	0	-41	5	1%	0%	6%	-1.3%	4%
CC1CN(C(=O)CN2C(=O)NC(C)(c3ccccc3)C2=O)CC(C)O1 (configuration not stated)	-5%	-29%	-1	-11	6	3	-3%	3%	.	0.2%	1%
O=C(O)c1ccc2c(c1)C(=O)N([C@@H](Cc1ccc(O)cc1)C(=O)O)C2=O	.	3%	0	.	.	.	.	0%	.	-0.3%	-7%
CN1CCN(S(=O)(=O)c2ccc(NC(=S)NC(=O)C3CCCCC3)cc2)CC1	9%	0%	8	i	0	21	7%	-1%	-2%	-0.1%	1%
COCCNS(=O)(=O)c1cc2[nH]c3c(c2cc1C)C(=O)CC(C)(C)C3	.	9%	1	-2	-22	-8	.	-3%	9%	-1.1%	?
COc1ccccc1NS(=O)(=O)c1cc(C(=O)N2CCCC2)ccc1F	.	2%	.	-4	-1	10	.	3%	-1%	-0.7%	?
CCC(=O)N1CCN(c2ccccc2NC(=O)COc2cccc(C)c2)CC1	0%	-16%	4	9	-8	1	2%	-2%	-2%	-0.4%	1%
Cc1ccc(OCCOC(=O)c2cccc(S(=O)(=O)N3CC(C)OC(C)C3)c2)cc1 (configuration not stated)	.	-1%	.	-31	32	30[activator]	.	-1%	-15%	0.2%	-5%
COc1cccc(NS(=O)(=O)c2ccc(S(=O)(=O)N3CCCC3)cc2)c1	.	8%	.	33	-7	-3	.	1%	8%	-0.2%	-3%
CC(C)N=C1NN=C(c2cccs2)C(CC(=O)O)S1 (configuration not stated)	-2%	5%	-3	-5	-22	4	5%	1%	-1%	-1.0%	0%
CC1CCCC(NC(=O)c2cccc(S(=O)(=O)N3CCCCC3)c2)C1C (configuration not stated)	-2%	2%	.	3	35	-11	-3%	5%	0%	0.5%	3%
CC(NS(=O)(=O)c1ccc2c(c1)CC(=O)N2C)c1ccccc1 (configuration not stated)	8%	3%	1	6	-2	19	-10%	-6%	-1%	-0.5%	?
O=C(Nc1ccc2oc(-c3cccnc3)nc2c1)c1cc2ccccc2o1	3%	-2%	-3	4	-24	-20	-17%	4%	4%	0.0%	1%
COc1ccc(-c2c3c(nc4sc5c(=O)[nH]c(C)nc5c24)CCC3)cc1	1%	-7%	2	2	6	-4	-4%	2%	-6%	0.3%	?
COc1ccc(N(C)S(=O)(=O)c2cccc(C(=O)OCC(=O)Nc3sc4c(c3C#N)CCCCC4)c2)cc1	-1%	-2%	4	-3	5	-8	6%	-1%	-5%	-1.1%	0%
